Fam108B inh – blocks mouse Fam108B hydrolase in RBBP9 counter-screen; recombinant Fam108B, FP-Rh probe fluorescence polarization; inhibition, % at 9.51 µM; 0.33% of 300,000 active; AID 1947;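 active = inhibition above the screen mean inhibition plus 3 SD, computed separately per campaign, cut at about 18% in these data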;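 note: inhibitors lower polarization as less probe binds the enzyme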
CIT2-GFP yeast – yeast TOR pathway CIT2-GFP modulation. S. cerevisiae CIT2-GFP strain, flow cytometry, 3 h; 100 means same as DMSO wells. GFP response vs DMSO, % at 10 µM. 0.065% of 320,000 active. AID 2029;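 active = GFP response relative to DMSO above a set limit, near the screen mean plus 3 SD, cut at about 150% in these data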;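 note: ratio of well median GFP fluorescence to mean of DMSO wells on the plate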
VLA-4 inh – inhibition in a human VLA-4 binding assay; P13612; VLA-4 expressing cells, ligand binding flow cytometry; inhibition, % (about 7 µM as worked out from the volumes in the protocol); 0.2% of 330,000 active; in the data active = inhibition above about 50%
Target sequence (P13612 whole entry, looked up): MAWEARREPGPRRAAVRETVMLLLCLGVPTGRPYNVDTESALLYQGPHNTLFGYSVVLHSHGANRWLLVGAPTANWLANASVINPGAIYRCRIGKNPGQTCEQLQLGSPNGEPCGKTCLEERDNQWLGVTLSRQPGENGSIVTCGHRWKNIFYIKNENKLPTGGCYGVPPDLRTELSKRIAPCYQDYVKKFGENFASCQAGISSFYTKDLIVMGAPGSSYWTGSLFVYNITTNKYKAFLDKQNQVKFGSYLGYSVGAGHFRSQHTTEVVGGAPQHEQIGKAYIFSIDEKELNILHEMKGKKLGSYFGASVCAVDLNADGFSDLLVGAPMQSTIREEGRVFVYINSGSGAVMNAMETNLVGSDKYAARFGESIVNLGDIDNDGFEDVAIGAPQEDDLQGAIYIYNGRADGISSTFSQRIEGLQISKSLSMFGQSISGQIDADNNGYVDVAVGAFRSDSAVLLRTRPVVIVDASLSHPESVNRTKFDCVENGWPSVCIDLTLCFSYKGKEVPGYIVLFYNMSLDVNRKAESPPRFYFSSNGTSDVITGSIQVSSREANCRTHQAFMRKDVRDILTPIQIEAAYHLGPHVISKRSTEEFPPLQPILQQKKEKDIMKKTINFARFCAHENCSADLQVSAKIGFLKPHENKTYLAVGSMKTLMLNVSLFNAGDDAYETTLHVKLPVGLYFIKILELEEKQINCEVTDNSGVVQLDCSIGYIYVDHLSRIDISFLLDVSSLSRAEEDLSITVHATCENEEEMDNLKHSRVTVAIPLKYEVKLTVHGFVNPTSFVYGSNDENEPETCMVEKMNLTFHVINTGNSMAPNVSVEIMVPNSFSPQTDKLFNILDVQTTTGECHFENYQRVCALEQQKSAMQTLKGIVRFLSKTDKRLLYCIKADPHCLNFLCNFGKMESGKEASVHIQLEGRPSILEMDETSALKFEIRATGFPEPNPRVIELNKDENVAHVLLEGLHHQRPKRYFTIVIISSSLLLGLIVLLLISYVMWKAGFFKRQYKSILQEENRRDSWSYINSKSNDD
MEX-5 binding – C. elegans MEX-5 TCR-2 RNA binding activity; activity score (negative = inhibition of binding), % at 10 µM; Q9XUB2; MEX-5/FITC-TCR2 RNA binding, fluorescence polarization; stronger effect = lower value; 0.38% of 300,000 active;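 active = inhibition past about -25% in most replicates, and total fluorescence under double the plate's negative control median, limit read from the data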;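 note: 0% = DMSO and -100% = 5 µM competing unlabeled TCR2 RNA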
MCL1-BIM inh – inhibitors of human MCL1 binding to BIM-BH3 peptide | Q07820 | GST-MCL1 / FITC-Bim-BH3 fluorescence polarization | inhibition, % at 10.9 µM | 0.68% of 320,000 active;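 active = inhibition above the mean inhibition of all tested compounds plus 3 SD, set per campaign, cut at about 40% in these data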;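 note: 0% = DMSO wells and 100% = unlabeled Bim-BH3 peptide control; higher means more loss of mP so more displacement of Bim peptide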
GRK2 aptamer HTS – blocks RNA aptamer binding to human GRK2. bead flow cytometry, FAM-aptamer displacement from GRK2. 0.59% of 330,000 active. inhibition of aptamer binding, % at 10 µM. P25098;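 active = inhibition of aptamer binding above 40%, roughly 3 SD of noise, on plates passing a quality check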;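 note: median bead fluorescence of bound FAM aptamer so fluorescent compounds give negative values; no value below 0 was filed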
Bcl-xL primary – blocks human Bcl-xL binding to Bim BH3 peptide | inhibition, % at 10.9 µM | Q07817 | 0.7% of 320,000 active | GST-Bcl-xL / FITC-Bim BH3 peptide fluorescence polarization;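 active = inhibition above the mean of all tested compounds plus 3 SD, cutoff set per campaign, cut at about 30% in these data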;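 note: 0% = DMSO wells and 100% = unlabeled Bim-BH3 peptide competitor; inhibitors lower millipolarization by displacing the labeled peptide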
GLD-1 TGE inh – GLD-1-TGE RNA interaction inhibition (C. elegans); Q17339; purified GLD-1 + fluorescein TGE RNA, fluorescence polarization; inhibition, % at 5.96 µM; 0.44% of 320,000 active;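 active = percent inhibition above a per-plate cutoff, the plate mean of test compounds plus 3 SD, cut at about 30% in these data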;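 note: 0% = DMSO wells with GLD-1 and probe and 100% = wells lacking GLD-1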
AGP1-GFP MLPCN – modulators of TOR pathway AGP1-GFP in S. cerevisiae. S. cerevisiae AGP1-GFP multiplex flow cytometry, 3 h; GFP as percent of DMSO wells. GFP response vs DMSO, % at 10 µM. 0.02% of 320,000 active. AID 2066;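 active = GFP response relative to DMSO above a set limit, near screen average plus 3 SD, cut at about 150% in these data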;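 note: median GFP channel fluorescence of the gated AGP1 strain per well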
* = called active by the depositor.

`Cc1nnsc1C(=O)N1CCN(c2ccc(C#N)cn2)CC1` gave Fam108B inh 0, CIT2-GFP yeast 90, VLA-4 inh 8, MEX-5 binding -2.5, MCL1-BIM inh 2, GRK2 aptamer HTS 2, Bcl-xL primary 4, GLD-1 TGE inh 4 and AGP1-GFP MLPCN 100.
For CNS(=O)(=O)c1ccc(NC(=O)Nc2cccc(F)c2)cc1 the results were Fam108B inh -10, CIT2-GFP yeast 89, VLA-4 inh -3, MEX-5 binding 0.0, MCL1-BIM inh 4, GRK2 aptamer HTS 3, Bcl-xL primary 4, GLD-1 TGE inh -2 and AGP1-GFP MLPCN 94.
`COc1ccccc1CNC(=O)c1ccc2c(=O)n(CCCN3CCCC3=O)c(=S)[nH]c2c1` gave Fam108B inh 1, CIT2-GFP yeast 95, VLA-4 inh -1, MEX-5 binding -1.0, MCL1-BIM inh 2, GRK2 aptamer HTS 2, Bcl-xL primary 3, GLD-1 TGE inh 1 and AGP1-GFP MLPCN 98.
`COc1ccccc1/C=C/CN1CCSCC1` gave Fam108B inh -6, CIT2-GFP yeast 112, VLA-4 inh -3, MEX-5 binding 1.9, MCL1-BIM inh 3, GRK2 aptamer HTS 5, Bcl-xL primary 4, GLD-1 TGE inh 7 and AGP1-GFP MLPCN 104.
Cc1ccc(C)c(NC(=O)Cn2nnc(C(=O)NCc3cccs3)c2N)c1 was read as Fam108B inh -3, CIT2-GFP yeast 105, VLA-4 inh -8, MEX-5 binding -2.9, MCL1-BIM inh 5, GRK2 aptamer HTS 1, Bcl-xL primary 5 and GLD-1 TGE inh 2.
For O=C(O)c1n[nH]nc1-c1ccccc1 the results were Fam108B inh 2, CIT2-GFP yeast 99, VLA-4 inh 9, MEX-5 binding -0.3, MCL1-BIM inh -1, GRK2 aptamer HTS 4, Bcl-xL primary 3, GLD-1 TGE inh 2 and AGP1-GFP MLPCN 97.
For COc1ccccc1CNC(=O)CCCc1nnc2n(C)c(=O)c3sccc3n12 the results were Fam108B inh -1, CIT2-GFP yeast 97, VLA-4 inh -3, MEX-5 binding 0.2, MCL1-BIM inh -7, GRK2 aptamer HTS 0, Bcl-xL primary 1, GLD-1 TGE inh 0 and AGP1-GFP MLPCN 89.
For Cc1cccc(NC(c2ccc(C)s2)c2ccc3ccc(C)nc3c2O)n1 (centres undefined) the results were Fam108B inh -1, CIT2-GFP yeast 91, VLA-4 inh 4, MEX-5 binding -0.9, MCL1-BIM inh 23, GRK2 aptamer HTS 1, Bcl-xL primary 14, GLD-1 TGE inh 7 and AGP1-GFP MLPCN 80.
Screening COc1ccc(C(=O)OCC(=O)c2ccc3c(c2)NC(=O)CO3)cc1OC returned CIT2-GFP yeast 116, VLA-4 inh -5, GRK2 aptamer HTS 0, GLD-1 TGE inh 6 and AGP1-GFP MLPCN 102.
Cc1ccc(S(=O)(=O)N2CCC(C(=O)NCc3ccncc3)CC2)cc1 was read as Fam108B inh 1, CIT2-GFP yeast 105, VLA-4 inh -2, MEX-5 binding 1.4, MCL1-BIM inh 5, GRK2 aptamer HTS 0, Bcl-xL primary 8, GLD-1 TGE inh -1 and AGP1-GFP MLPCN 96.
CC(=O)Nc1ccc(OCc2cccc([N+](=O)[O-])c2)cc1 was read as Fam108B inh 3, CIT2-GFP yeast 102, VLA-4 inh 3, MEX-5 binding -2.4, MCL1-BIM inh 2, GRK2 aptamer HTS 0, Bcl-xL primary 5, GLD-1 TGE inh 5 and AGP1-GFP MLPCN 96.
CCOC(=O)c1cnc(-c2ccccc2O)nc1Cl was read as Fam108B inh -1, CIT2-GFP yeast 106, VLA-4 inh -5, MEX-5 binding 0.7, MCL1-BIM inh 2, GRK2 aptamer HTS 5, Bcl-xL primary 5, GLD-1 TGE inh 0 and AGP1-GFP MLPCN 105.
CCC(CC)C(=O)OCC(=O)Nc1cc(OC)c([N+](=O)[O-])cc1C was read as Fam108B inh 2, CIT2-GFP yeast 90, VLA-4 inh 16, MEX-5 binding -2.2, MCL1-BIM inh 1, GRK2 aptamer HTS 0, Bcl-xL primary 5, GLD-1 TGE inh 6 and AGP1-GFP MLPCN 91.
For CCCCOc1ccc(CC(=O)NCC(=O)O)cc1 the results were Fam108B inh 0, CIT2-GFP yeast 101, VLA-4 inh 13, MEX-5 binding -1.9, MCL1-BIM inh -3, GRK2 aptamer HTS 3, Bcl-xL primary 0, GLD-1 TGE inh -2 and AGP1-GFP MLPCN 105.
Screening COc1ccc(C(=O)Nc2ccc(NC(=O)c3cccc(OC)c3)cn2)cc1 returned Fam108B inh -2, CIT2-GFP yeast 104, VLA-4 inh 11, MEX-5 binding 0.1, MCL1-BIM inh 4, GRK2 aptamer HTS 1, Bcl-xL primary 2, GLD-1 TGE inh 6 and AGP1-GFP MLPCN 96.
O=C(CCCN1C(=O)/C(=C\c2ccccc2)SC1=S)Nc1ccc(C(=O)O)cc1 was read as Fam108B inh -2, CIT2-GFP yeast 99, VLA-4 inh -6, MEX-5 binding -1.1, MCL1-BIM inh -10, GRK2 aptamer HTS 0, Bcl-xL primary -4, GLD-1 TGE inh -12 and AGP1-GFP MLPCN 111.
For CCC(=O)N(C)/C=C1\Sc2ccccc2C1=O the results were Fam108B inh -12, CIT2-GFP yeast 67, VLA-4 inh 2, MEX-5 binding -2.2, MCL1-BIM inh 10, GRK2 aptamer HTS 0, Bcl-xL primary 4, GLD-1 TGE inh 0 and AGP1-GFP MLPCN 24.
For CC(=O)NC1(C(F)(F)F)NC(=O)N(CCc2ccccc2)C1=O (centres undefined) the results were Fam108B inh 1, CIT2-GFP yeast 100, VLA-4 inh -2, MEX-5 binding -0.3, MCL1-BIM inh 0, GRK2 aptamer HTS 0, Bcl-xL primary 1, GLD-1 TGE inh 1 and AGP1-GFP MLPCN 101.
Screening Cc1ccc(S(=O)(=O)N(C)Cc2nc(-c3ccccn3)no2)cc1 returned Fam108B inh 2, VLA-4 inh -6, MEX-5 binding -0.4, MCL1-BIM inh -5, GRK2 aptamer HTS 2, Bcl-xL primary 1, GLD-1 TGE inh 5 and AGP1-GFP MLPCN 100.
Screening Cc1ccccc1NC(c1cccc(Cl)c1)c1nnnn1C1CCCCC1 (centres undefined) returned Fam108B inh -1, CIT2-GFP yeast 99, VLA-4 inh -3, MEX-5 binding -1.8, MCL1-BIM inh 4, GRK2 aptamer HTS 4, Bcl-xL primary 6, GLD-1 TGE inh -3 and AGP1-GFP MLPCN 103.
For CCOc1ccc(NC(=O)CNC(=O)c2ccc([N+](=O)[O-])cc2)cc1 the results were Fam108B inh 3, CIT2-GFP yeast 95, VLA-4 inh 5, MEX-5 binding -1.3, MCL1-BIM inh 1, GRK2 aptamer HTS 1, Bcl-xL primary 4, GLD-1 TGE inh 4 and AGP1-GFP MLPCN 105.
For C=CCNC(=O)c1ccc(NC(=O)C2=CSCCO2)cc1 the results were Fam108B inh -1, CIT2-GFP yeast 88, VLA-4 inh 11, MEX-5 binding -0.7, MCL1-BIM inh 6, GRK2 aptamer HTS 3, Bcl-xL primary 2, GLD-1 TGE inh -6 and AGP1-GFP MLPCN 84.
O=C(Nc1ccccc1)c1cccc(N2C(=O)C3C4C=CC(C5CC45)C3C2=O)c1 (centres undefined) was read as Fam108B inh -2, CIT2-GFP yeast 98, VLA-4 inh 5, MEX-5 binding 1.1, MCL1-BIM inh 0, GRK2 aptamer HTS 0, Bcl-xL primary 1, GLD-1 TGE inh -3 and AGP1-GFP MLPCN 91.
`Cc1onc(C(=O)Nc2cccc(C(F)(F)F)c2)c1[N+](=O)[O-]` gave Fam108B inh -1, CIT2-GFP yeast 105, VLA-4 inh -3, MEX-5 binding 0.5, MCL1-BIM inh 3, GRK2 aptamer HTS 0, Bcl-xL primary 5, GLD-1 TGE inh 5 and AGP1-GFP MLPCN 115.
For Cc1ccccc1Cn1c2ccccc2c2cnn(CC(=O)NCCCN3CCN(C)CC3)c(=O)c21 the results were Fam108B inh -1, CIT2-GFP yeast 104, VLA-4 inh -6, MEX-5 binding 0.4, MCL1-BIM inh 4, GRK2 aptamer HTS 0, Bcl-xL primary 2, GLD-1 TGE inh 6 and AGP1-GFP MLPCN 105.
`CC(=O)Oc1ccccc1C(=O)Oc1ccc(/C=N/n2cnnc2)cc1` gave Fam108B inh 2, CIT2-GFP yeast 98, VLA-4 inh 19, MEX-5 binding 1.0, MCL1-BIM inh 8, GRK2 aptamer HTS 1, Bcl-xL primary 2, GLD-1 TGE inh 1 and AGP1-GFP MLPCN 101.
For C/C(=N\NC(=O)OC(C)(C)C)c1cccc([N+](=O)[O-])c1 the results were Fam108B inh -2, CIT2-GFP yeast 112, VLA-4 inh -5, MCL1-BIM inh 4, GRK2 aptamer HTS 0, Bcl-xL primary 3, GLD-1 TGE inh 8 and AGP1-GFP MLPCN 108.
`COc1cc(OC)cc(-c2nc3ccccc3c(=O)n2OC(=O)c2ccc(C)c(C)c2)c1` gave Fam108B inh -6, CIT2-GFP yeast 77, VLA-4 inh 9, MEX-5 binding 2.1, MCL1-BIM inh 8, GRK2 aptamer HTS 0, Bcl-xL primary 4, GLD-1 TGE inh 2 and AGP1-GFP MLPCN 80.
Screening CCOC(=O)C1C(=O)C=C(C)C(C(=O)OCC)C1c1cccc([N+](=O)[O-])c1 (centres undefined) returned Fam108B inh -2, CIT2-GFP yeast 101, VLA-4 inh -4, MEX-5 binding 0.5, MCL1-BIM inh 6, GRK2 aptamer HTS 4, Bcl-xL primary -1, GLD-1 TGE inh 7 and AGP1-GFP MLPCN 104.
For CCCCOC(=O)C1CCC[C@@H](C)N1 (some centres undefined) the results were Fam108B inh 0, CIT2-GFP yeast 137, VLA-4 inh -8, MEX-5 binding 1.6, MCL1-BIM inh -6, GRK2 aptamer HTS 0, Bcl-xL primary 14, GLD-1 TGE inh 1 and AGP1-GFP MLPCN 132.
`O=C(NCc1nc(-c2ccc(C(F)(F)F)cc2)no1)c1cccs1` gave Fam108B inh 0, CIT2-GFP yeast 88, VLA-4 inh -1, MEX-5 binding -1.6, MCL1-BIM inh 2, GRK2 aptamer HTS 0, Bcl-xL primary 5, GLD-1 TGE inh 0 and AGP1-GFP MLPCN 96.
Screening O=C1CC(C(=O)O)(c2ccccc2)c2cccc(F)c21 (centres undefined) returned Fam108B inh -2, CIT2-GFP yeast 106, VLA-4 inh 1, MEX-5 binding -0.2, MCL1-BIM inh 1, GRK2 aptamer HTS 1, Bcl-xL primary 1, GLD-1 TGE inh 2 and AGP1-GFP MLPCN 102.
`COc1cc(-c2nc3cnccc3n2C)cc(OC)c1OC` gave Fam108B inh 6, CIT2-GFP yeast 92, VLA-4 inh -13, MEX-5 binding -0.6, MCL1-BIM inh 2, GRK2 aptamer HTS 0, Bcl-xL primary -1, GLD-1 TGE inh -10 and AGP1-GFP MLPCN 89.
`COc1ccc(C)cc1NC(=O)c1cccc(-c2ccc(OC(C)=O)cc2)c1` gave Fam108B inh -3, CIT2-GFP yeast 101, VLA-4 inh -4, MEX-5 binding 0.3, MCL1-BIM inh 5, GRK2 aptamer HTS 2, Bcl-xL primary 4, GLD-1 TGE inh 7 and AGP1-GFP MLPCN 104.
For CCOC(=O)c1cccc(P(C)(C)=O)c1 the results were Fam108B inh 1, CIT2-GFP yeast 101, VLA-4 inh 3, MEX-5 binding -1.6, MCL1-BIM inh 3, GRK2 aptamer HTS 2, Bcl-xL primary 10, GLD-1 TGE inh 4 and AGP1-GFP MLPCN 100.
For CC1CCN(C(=O)CCc2ccc(S(=O)(=O)NC(C)(C)C)cc2)CC1 the results were Fam108B inh -2, CIT2-GFP yeast 99, VLA-4 inh -2, MEX-5 binding -0.9, MCL1-BIM inh -7, GRK2 aptamer HTS 0, Bcl-xL primary 0, GLD-1 TGE inh 1 and AGP1-GFP MLPCN 92.
